SR-BI uptake up: enhances SR-BI lipid uptake from DiI-HDL | CHO ldlA[mSR-BI] cells, DiI-HDL uptake fluorescence, 3 h; 100 = double the neutral-control signal | activation, % at 12.5 µM | 0.096% of 320,000 active | AID 504775;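 active = mean replicate activation of at least 60% and every replicate at or above 60%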;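 note: 0% = median plate neutral-control signal and 100% = twice that signal; values of inactives mirror those of a sister screen read the other way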
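Assay system: CHO ldlA[mSR-BI] cells, LDL receptor-null, SR-BI overexpressing; medium: Ham's F12 with 0.5% BSA, HEPES 25 mM, pH 7.4; also added: DiI-HDL 10 µg/mL; timing: 3 h uptake period with compound, 37 °C; signal: DiI fluorescence, bottom read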
Arr AP2 block: inhibitors of human beta-arrestin and AP2 interaction; FITC-arrestin peptide / GST-AP2 beads, flow cytometry; AP2 beta2 appendage carries R879A mutation; inhibition, % at 10 µM; 0.31% of 340,000 active; AID 504490;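 active = inhibition above a set limit, near 3 SD of compounds lacking own fluorescence, cut at about 54% in these data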;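 note: plate controls were DMSO wells for no effect and 5 µM unlabelled arrestin peptide for full effect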
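Measured by: flow cytometry, FL1 (488/535 nm); Material: AP2 appendage R879A on GSH beads; Evaluation: percent response; Timing: pre-incubation 12 min, peptide binding 1 h, room temperature; Also added: 50 nM FITC-arrestin peptide; Medium: PBS with 0.05% Tween 20 and 0.1% BSA.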
DSG3 Ab inh: inhibitors of pemphigus antibody binding to human desmoglein-3. DSG3-coupled beads, scFv-anti-DSG3-GFP binding, flow cytometry; stronger effect = lower value. 0.48% of 310,000 active. P32926. binding (percent of control), % at 10 µM. AID 588358;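 active = binding more than 3 SD below its plate's average and above zero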;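 note: hits lower antibody fragment binding to DSG3; some compounds called inactive have numbers as strong as hits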
Target sequence (P32926 whole entry, looked up, the tested form may be a part): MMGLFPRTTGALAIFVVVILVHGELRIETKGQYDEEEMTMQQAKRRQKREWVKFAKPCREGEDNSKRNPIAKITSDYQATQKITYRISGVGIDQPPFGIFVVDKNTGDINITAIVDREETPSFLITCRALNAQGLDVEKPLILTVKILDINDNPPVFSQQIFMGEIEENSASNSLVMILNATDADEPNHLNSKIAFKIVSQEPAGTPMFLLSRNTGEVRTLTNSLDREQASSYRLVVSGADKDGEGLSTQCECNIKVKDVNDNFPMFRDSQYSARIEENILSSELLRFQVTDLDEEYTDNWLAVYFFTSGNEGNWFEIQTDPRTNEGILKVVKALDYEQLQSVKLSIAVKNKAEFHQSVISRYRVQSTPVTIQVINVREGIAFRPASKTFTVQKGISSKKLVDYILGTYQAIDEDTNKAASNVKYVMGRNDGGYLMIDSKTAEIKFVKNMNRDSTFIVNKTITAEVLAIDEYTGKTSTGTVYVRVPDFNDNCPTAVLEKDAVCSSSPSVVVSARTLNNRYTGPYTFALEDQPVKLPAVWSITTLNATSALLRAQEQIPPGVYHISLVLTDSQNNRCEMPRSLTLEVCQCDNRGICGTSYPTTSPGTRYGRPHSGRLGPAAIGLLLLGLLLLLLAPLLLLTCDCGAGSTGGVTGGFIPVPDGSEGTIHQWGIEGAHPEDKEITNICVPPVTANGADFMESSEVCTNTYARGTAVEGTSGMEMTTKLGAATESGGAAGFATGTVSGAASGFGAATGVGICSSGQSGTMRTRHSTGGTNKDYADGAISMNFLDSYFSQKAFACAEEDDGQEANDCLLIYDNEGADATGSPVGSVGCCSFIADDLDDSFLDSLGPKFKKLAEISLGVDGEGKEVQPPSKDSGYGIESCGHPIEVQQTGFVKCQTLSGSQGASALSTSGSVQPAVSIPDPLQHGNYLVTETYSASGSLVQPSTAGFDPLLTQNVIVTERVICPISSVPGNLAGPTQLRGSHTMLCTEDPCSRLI
PKA-R1A activ: PKA-R1A complex activation. 0.083% of 340,000 active. PKA-R1A dissociation, Cy5-IP20 fluorescence polarization; scaled: DMSO 0%, 113 µM cGMP 100%. P00514+P68181. activation, % at 11.4 µM;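 active = percent activation above the mean of all tested compounds plus 3 SD, cut at about 19% in these data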;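 note: higher means more PKAc released from R1A so a rise in polarization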
Mot1-301 SUMO: SUMOylation pathway inhibition by Mot1-301 growth rescue; S. cerevisiae Mot1-301 growth rescue, ATP luminescence, 38.5C; percent above DMSO median, 100 means doubled; growth rescue, % at 18.8 µM; 1% of 320,000 active; AID 2716;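 active = every valid replicate shows activation above 250% relative to neutral control wells; inactive = the rest, any valid replicate at or below 250%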;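 note: OY570 slx delta 5 strain wells were the positive control but not used for scaling; some compounds called inactive have numbers as strong as hits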
NSD2 HMT inh: inhibitors of human histone methyltransferase NSD2; AID 743445; 0.54% of 310,000 active; NSD2 peptide methylation, AlphaScreen, 120 min; O96028; inhibition, % at 12.5 µM; in the data active = inhibition above about 50%
PKA-R2B activ: PKA-R2B complex activation; activation, % at 11.4 µM; 0.079% of 340,000 active; PKA-R2B holoenzyme dissociation, Cy5-IP20 fluorescence polarization; R2B truncated from residue 108, S112A mutant; 0% DMSO only, 100% 113 µM cGMP;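 active = activation above a cutoff set at the mean over all compounds plus 3 SD, cut at about 18% in these data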;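 note: higher means more holoenzyme dissociation and a rise in polarization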
SR-BI DiI inh: mouse SR-BI HDL lipid transfer inhibition. ldlA[mSR-BI] CHO cells, DiI-HDL uptake fluorescence, 3 h. 0.96% of 320,000 active. AID 488896. inhibition, % at 12.5 µM;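 active = mean replicate inhibition of at least 70% and a set share of replicates each scoring 70 or more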;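 note: 0% = median of neutral control wells and 100% = median of positive control wells; values of inactives mirror those of a sister screen read the other way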
dFosB activator: mouse delta FosB homodimer activation; purified delta FosB, TAMRA-CDK5 oligo fluorescence polarization; percent of positive-control signal above neutral wells; activation, % at 25 µM; 0.99% of 340,000 active;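 active = mean activation above about 17%, with every replicate also reaching it, limit read from the data, passing the limit was not always enough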;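 note: fluorescence polarization rise as delta FosB binds a TAMRA Cdk5 AP-1 oligo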
MITF act: MITF TRPM1 promoter activation in melanoma cells | SK-MEL-5 TRPM1-promoter luciferase, 24 h; % of positive control, neutral wells = 0 | activation, % at 12.5 µM | 0.75% of 300,000 active;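 active = mean activation of at least 80% with every replicate also reaching 80%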;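 note: 0% = neutral control wells and 100% = parthenolide positive control wells; values of inactives mirror those of a sister screen read the other way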
CDK5 inh: inhibitors of human CDK5/p35 kinase; Q00535+Q15078; Recombinant CDK5/p35, ADP-Glo luminescence, 60 min; inhibition, % at 10 µM; 0.01% of 330,000 active;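 active = highest replicate inhibition of at least 50% and at least 75% of replicates reaching 50%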;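 note: plate controls were DMSO neutral control for no effect and GW8510 at 10 µM for full effect; many of its hits are not listed in these tables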
The depositor's hits bear a star; nt = not tested or not shown. The order is random. Share with any hit: about 4.7%.

Screens in order: SR-BI uptake up, Arr AP2 block, DSG3 Ab inh, PKA-R1A activ, Mot1-301 SUMO, NSD2 HMT inh, PKA-R2B activ, SR-BI DiI inh, dFosB activator, MITF act, CDK5 inh
O=[N+]([O-])c1ccc(O)c(/C=N/Nc2ccc(Cl)nn2)c1
  -106, -1, 97, -5, nt, -2, -8, 106*, 5, nt, -4.6
CCCS(=O)(=O)C/C(N)=N/OC(=O)c1ccc(Cl)cc1
  8, 12, 91, nt, -8, -2, nt, -8, -2, nt, 0.0
COC(=O)c1ccc(-c2nc(O)c3cnccn23)cc1
  -25, -7, 110, -4, -4, -3, -11, 25, -2, -1, -1.0
COc1ccccc1NC(=O)C(=O)NCC(c1ccco1)N1CCc2ccccc2C1 (configuration not stated)
  -17, 13, 99, -1, 5, -1, -11, 17, 0, -1, 0.1
O=[N+]([O-])c1cccc(S(=O)(=O)Nc2ccc(S(=O)(=O)Nc3nccs3)cc2)c1
  -8, -6, nt, -3, -13, 0, 2, 8, -1, 19, -2.9
Cc1ccc2sc(N(CCCN(C)C)C(=O)c3ccc(Br)s3)nc2c1C
  -10, 41, 94, -5, -13, nt, 0, 10, 7, 16, -1.7
COc1ccc(C(=O)C2CCCN(Cc3ccc(C#CCCO)cc3)C2)c(OC)c1 (configuration not stated)
  nt, -19, 93, -3, 4, -4, -4, nt, -5, -4, -2.8
CCCCN1C(=O)/C(=C/C=C2/CC(C)(C)CN2C)SC1=S
  -31, 1, 124, -4, 12, 5, -3, 31, -2, 64, 0.3
CC(C)C(=O)Nc1cccc(NC(=O)c2cc3ccccc3o2)c1
  -15, 0, nt, 1, 64, nt, -7, 15, -10, nt, -1.4
COc1ccc(C2CC2C(C)=O)cc1 (configuration not stated)
  -2, -9, 66, -4, 159, -1, -1, 2, -14, -2, -1.0
CC(=O)Nc1ccccc1OCC(=O)c1ccc2c(c1)OCO2
  1, -4, 96, -5, -14, 0, -9, -1, -6, nt, 0.3
COc1ccc(NC(=O)CN(CC(=O)Nc2ccc(OC)cc2)C(C)(C)CO)cc1
  27, 3, 103, -6, 1, 5, -6, -27, -8, 7, 0.2
CC(NC(=O)c1noc2c1CCCC2)c1ccccc1 (configuration not stated)
  23, 8, 101, 9, 8, nt, 12, -23, 2, 6, -0.1
CC(O)CNc1nc2ccccc2n1CC(=O)NCC(F)(F)F (configuration not stated)
  -1, -10, 102, 8, -1, 2, 3, 1, -2, -8, -0.1
Cc1cc(C)c2c(NC(=S)Nc3ccccc3)n[nH]c2n1
  -12, 6, nt, 1, -3, 0, -4, 12, -1, 14, -0.4
COc1c(C=O)c2c(c(OC)c1OC)-c1ccc(OC)c(=O)cc1C(NC(C)=O)CC2 (configuration not stated)
  -4, 39, 89, -7, nt, 0, -6, 4, -3, -39, 0.0
NC(=O)CC(NC(=O)c1ccccc1)c1ccc(NCC2CC2)c([N+](=O)[O-])c1 (configuration not stated)
  24, 8, 101, -8, -15, nt, 4, -24, 1, 6, -0.7
CCNC(=S)N(CCCN(C)C)Cc1cc2cc3c(cc2[nH]c1=O)OCCO3
  -8, -12, 108, -13, 77, 2, -1, 8, 0, -7, -0.7
O=C(CSc1nc2nn(-c3ccccc3)c(=O)c-2c2n1CCCCC2)Nc1ccccc1[N+](=O)[O-]
  -10, 14, 97, 6, nt, 2, 9, 10, -16, -16, -1.4
CCC(=O)Nc1cccc(-n2nnnc2SCC(=O)c2ccc(C)c(C)c2)c1
  -28, 1, 106, 8, 2, -2, 2, 28, -13, 47, -2.5
COc1ccc(/C=C2\SC(=S)N(CCC(=O)Nc3ccc(C(=O)O)cc3)C2=O)cc1
  2, -9, 98, -8, 7, 0, -4, -2, -7, 13, -0.4
COc1ccc(CC(=O)N2CC(C)CC(C)C2)cc1 (configuration not stated)
  33, 6, 101, 1, -23, 4, -2, -33, 1, 7, 0.4
O=C(COc1ccccc1C(=O)NCc1ccccn1)Nc1ccc(Br)cc1
  -16, 1, 100, -7, nt, -4, 10, 16, -10, 19, 0.4
CS(=O)(=O)c1ccccc1-c1nnc(NC(=O)C2=COCCO2)o1
  4, -5, 103, 2, 8, -2, -5, -4, 7, 9, -1.6
COc1ccc(CNC(=S)NCc2ccc(OC(C)C)cc2)cc1
  -8, -3, 85, -6, 12, -3, -1, 8, -2, -14, 1.0
CC1=CC(C2CC(=O)N(c3ccccc3C)C2=O)CC2C(=O)N(c3ccccc3C)C(=O)C12 (configuration not stated)
  -9, 4, nt, -5, 0, -1, 1, 9, -5, -5, -0.2
COc1ccc(S(=O)(=O)N2CCC(C(=O)Nc3ccccc3N3CCCC3)CC2)cc1OC
  -16, -1, nt, -9, 6, 0, -1, 16, -17, 3, 2.7
O=C1NC(=O)C2(CCCC2)N1
  nt, 9, nt, -2, nt, -1, 1, nt, -2, 0, -0.1
Cc1cccc(C(=O)NN2C(=O)C3C(c4ccccc4)C=CC(c4ccccc4)C3C2=O)c1 (configuration not stated)
  -36, 2, 99, -15, 106, -1, -2, 36, 3, 5, 0.8
CC(C)CC(=O)NC(c1ccccc1)c1c(O)ccc2ccccc12 (configuration not stated)
  5, -2, 100, -9, -2, -2, 8, -5, -7, -21, 0.1

The closing 5 compounds of the section above lead into the next:
Screens in order: SR-BI uptake up, Arr AP2 block, DSG3 Ab inh, PKA-R1A activ, Mot1-301 SUMO, NSD2 HMT inh, PKA-R2B activ, SR-BI DiI inh, dFosB activator, MITF act, CDK5 inh
CC1=CC(C2CC(=O)N(c3ccccc3C)C2=O)CC2C(=O)N(c3ccccc3C)C(=O)C12 (configuration not stated)
  -9, 4, nt, -5, 0, -1, 1, 9, -5, -5, -0.2
COc1ccc(S(=O)(=O)N2CCC(C(=O)Nc3ccccc3N3CCCC3)CC2)cc1OC
  -16, -1, nt, -9, 6, 0, -1, 16, -17, 3, 2.7
O=C1NC(=O)C2(CCCC2)N1
  nt, 9, nt, -2, nt, -1, 1, nt, -2, 0, -0.1
Cc1cccc(C(=O)NN2C(=O)C3C(c4ccccc4)C=CC(c4ccccc4)C3C2=O)c1 (configuration not stated)
  -36, 2, 99, -15, 106, -1, -2, 36, 3, 5, 0.8
CC(C)CC(=O)NC(c1ccccc1)c1c(O)ccc2ccccc12 (configuration not stated)
  5, -2, 100, -9, -2, -2, 8, -5, -7, -21, 0.1
O=C(Nc1nnc(C2CC2)s1)C1CC(=O)N(c2ccc3c(c2)OCCO3)C1 (configuration not stated)
  27, -1, 102, 3, nt, 1, -6, -27, -4, 3, -1.8
CC(OC(=O)c1ccccc1CCc1ccccc1)C(N)=O (configuration not stated)
  -9, -2, 94, 5, 9, 6, 3, 9, -2, -8, -0.7
O=S1(=O)CCOC[C@H](Cc2ccccc2)N1Cc1ccccc1F
  0, -1, 107, 3, 1, nt, 1, 0, 6, 3, 1.0
O=C(CCC1CCCN(C(=O)Cn2cnnn2)C1)NCc1ccc(F)c(F)c1 (configuration not stated)
  -3, 2, 110, -5, -3, -1, -1, 3, -15, -5, -1.4
CCOc1cc(C2C(C(=O)O)c3cc(OCC)c(OCC)cc3C(=O)N2C)ccc1O (configuration not stated)
  8, 0, 87, -10, 87, 3, 6, -8, 3, 9, 0.1
Cc1nc2ccc(NC(=O)c3ccc(N4C(=O)CCC4=O)cc3)cc2s1
  nt, 14, 109, 2, -13, nt, -4, nt, -8, -1, 0.3
Cc1nc(N2CCOCC2)c2c3c(sc2n1)CCC3
  2, -5, 103, 5, nt, 8, 5, -2, 2, -2, -3.0
CC(=O)Nc1ccc(NC(=O)CN2C(=O)NC3(CCCCCCC3)C2=O)cc1
  -10, 7, 121, -4, -10, -1, 8, 10, 0, -11, -0.5
CCCCN(C(=O)NC(=O)Nc1c(C)cc(C)cc1C)S(C)(=O)=O
  0, 10, 107, -1, 4, 5, -9, 0, 2, -7, -1.4
Cc1cc(-c2nnnn2-c2ccc(F)cc2)no1
  -11, -2, 100, -4, 15, -2, 4, 11, -9, nt, -0.1
O=c1c2ccccc2nc(/C=C/c2cc(Br)ccc2O)n1CCCO
  -37, 9, 94, 0, 9, -3, -6, 37, -1, -8, 1.0
COc1ccc(S(=O)(=O)N2CCOCC2)cc1NC(=O)COc1ccccc1
  -17, -6, 66, -4, -17, -1, -13, 17, -4, -7, -0.4
O=C(O)c1cc(S(=O)(=O)N2CCOCC2)ccc1N1CCOCC1
  4, 1, 101, 2, 12, 32, -6, -4, 5, 6, -0.8
Clc1ccc(CN2CCN(c3ccccc3)CC2)cn1
  10, -5, 111, -6, 31, 2, -12, -10, 3, -10, 0.3
O=C(CSc1ncccn1)NC(=O)Nc1ccc2c(c1)OCCO2
  -3, -11, 100, 5, 0, -1, 4, 3, -2, 52, -4.8
COc1ccccc1CNC(=O)c1ccc(CS(=O)(=O)c2ccc(C)cc2)o1
  4, 40, 96, -7, -5, -1, 2, -4, -6, 8, 0.7
Cc1cccc(NC(=O)NNC(=O)c2c(Cl)c(C)nn2C)c1
  11, 3, 133, -4, 115, -3, 3, -11, 0, 4, 1.5
O=C(NCC(c1ccco1)N1CCCCC1)c1ccc(COc2ccc(Cl)cc2)cc1 (configuration not stated)
  -7, -4, 123, 1, nt, 27, -6, 7, 0, 8, -1.5

Random excerpt: 6 entries already listed, in no set order.
Screens in order: SR-BI uptake up, Arr AP2 block, DSG3 Ab inh, PKA-R1A activ, Mot1-301 SUMO, NSD2 HMT inh, PKA-R2B activ, SR-BI DiI inh, dFosB activator, MITF act, CDK5 inh
CCCCN(C(=O)NC(=O)Nc1c(C)cc(C)cc1C)S(C)(=O)=O
  0, 10, 107, -1, 4, 5, -9, 0, 2, -7, -1.4
Cc1nc2ccc(NC(=O)c3ccc(N4C(=O)CCC4=O)cc3)cc2s1
  nt, 14, 109, 2, -13, nt, -4, nt, -8, -1, 0.3
Cc1nc(N2CCOCC2)c2c3c(sc2n1)CCC3
  2, -5, 103, 5, nt, 8, 5, -2, 2, -2, -3.0
Cc1cc(-c2nnnn2-c2ccc(F)cc2)no1
  -11, -2, 100, -4, 15, -2, 4, 11, -9, nt, -0.1
COc1ccc(S(=O)(=O)N2CCOCC2)cc1NC(=O)COc1ccccc1
  -17, -6, 66, -4, -17, -1, -13, 17, -4, -7, -0.4
COc1ccccc1CNC(=O)c1ccc(CS(=O)(=O)c2ccc(C)cc2)o1
  4, 40, 96, -7, -5, -1, 2, -4, -6, 8, 0.7
